Screens from PubChem BioAssay.
LYP inh 2 = inhibitors of human LYP (PTPN22) phosphatase; Q9Y2R2; recombinant LYP catalytic domain, DiFMUP fluorescence; inhibition, % at 2 µM; 96,000 tested, 0.21% active;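 active means inhibition at 2 µM at or above a set limit, the screen mean plus 3 SD, cut at about 24% in these data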;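 further: 0% = DMSO with enzyme and 100% = enzyme fully blocked by orthovanadate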
CYP2C9 inhib = human CYP2C9 inhibition; CYP2C9 Supersomes, luciferin-H conversion, luminescence; 96,000 tested, 20% active; inhibition, % at 5 µM;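 active means blocking of liver enzyme CYP2C9 beyond about 50% at 5 µM, limit read from the data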; further: values of inactives mirror those of a sister screen read the other way
Target sequence (P11712 whole entry, looked up): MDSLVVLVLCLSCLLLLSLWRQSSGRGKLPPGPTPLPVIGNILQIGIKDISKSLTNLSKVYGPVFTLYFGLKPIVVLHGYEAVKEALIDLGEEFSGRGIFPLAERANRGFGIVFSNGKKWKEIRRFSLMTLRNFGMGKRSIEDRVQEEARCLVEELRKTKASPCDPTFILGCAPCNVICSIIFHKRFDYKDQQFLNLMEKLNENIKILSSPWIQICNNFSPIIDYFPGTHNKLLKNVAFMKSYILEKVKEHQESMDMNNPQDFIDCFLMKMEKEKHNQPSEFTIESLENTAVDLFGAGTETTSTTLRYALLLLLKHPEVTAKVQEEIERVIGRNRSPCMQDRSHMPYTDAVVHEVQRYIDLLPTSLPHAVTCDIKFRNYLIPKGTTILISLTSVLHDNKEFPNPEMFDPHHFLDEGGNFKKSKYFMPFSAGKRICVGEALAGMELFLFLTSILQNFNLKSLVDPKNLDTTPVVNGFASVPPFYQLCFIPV
E coli WT exp = E. coli BW25113 growth inhibition, expanded screen; AID 710; 98,000 tested, 0.15% active; OD600 absorbance; growth inhibition, % at 100 µM;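 active means growth inhibition above about 50% at one test dose, limit read from the data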;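 further: growth measured after 20 h incubation at 37 °C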
DAT uptake mod = human DAT dopamine uptake with cocaine, either direction | LLC-PK1 hDAT cells, [14C]-dopamine uptake with cocaine IC80; actives deviate in either direction | B-score at 10 µM | 110,000 tested, 1.3% active | AID 449768;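 active means Z score or B-score, a plate-position-corrected score, falls beyond the plate's 99.7% confidence bounds, in either direction; inactive means both scores lie inside the 99.7% bounds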;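 further: scored against the spread of the other compound wells on the same plate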
Target sequence (Q01959 whole entry, looked up): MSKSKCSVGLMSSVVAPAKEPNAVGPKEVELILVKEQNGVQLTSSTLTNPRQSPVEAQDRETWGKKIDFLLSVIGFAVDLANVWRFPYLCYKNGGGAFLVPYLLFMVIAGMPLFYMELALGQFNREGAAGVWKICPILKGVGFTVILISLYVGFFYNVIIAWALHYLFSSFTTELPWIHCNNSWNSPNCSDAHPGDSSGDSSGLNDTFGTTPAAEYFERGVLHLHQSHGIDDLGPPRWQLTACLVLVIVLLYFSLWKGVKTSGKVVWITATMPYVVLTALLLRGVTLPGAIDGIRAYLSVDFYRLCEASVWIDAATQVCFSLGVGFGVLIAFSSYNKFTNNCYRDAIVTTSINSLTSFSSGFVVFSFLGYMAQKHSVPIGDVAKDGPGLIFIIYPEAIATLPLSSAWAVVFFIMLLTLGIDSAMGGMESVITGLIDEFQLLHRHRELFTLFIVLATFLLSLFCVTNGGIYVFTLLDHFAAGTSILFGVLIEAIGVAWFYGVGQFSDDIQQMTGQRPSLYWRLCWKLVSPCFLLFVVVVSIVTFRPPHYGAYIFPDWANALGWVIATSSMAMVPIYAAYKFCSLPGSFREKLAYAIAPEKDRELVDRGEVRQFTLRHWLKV
PTK2B oligo ant = blocks oligomerization of human Pyk2 in cells. Q14289. Q293 cells, Pyk2 FERM NanoBiT luminescence; hits give low values. z-score (the deposit names both 25 µM and 10 µM). 99,000 tested, 0.83% active. AID 1347419;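 active means Z-score of -3 or lower, scaled per plate to the spread of control and sample wells; inactive means z-score above -3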;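 further: negative z-score means lost luminescence so less FERM oligomerization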
PostGolgi yeast = growth inhibition of a yeast mutant, post-Golgi transport screen. inhibition, % at 10 µM. 98,000 tested, 0.9% active. post-Golgi transport phenotypic cell assay;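 further: yeast cells grown in 1536-well plates; yeast grown about 18 h at 30C before absorbance read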
CYP2C9 act = increases human cytochrome P450 2C9 activity; 96,000 tested, 1.4% active; activation factor at 5 µM; recombinant CYP2C9, luciferin-H conversion, luminescence; hits give high values; factor 1 = untreated enzyme, 0 = blocked;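 active means activation factor of 2 or more for CYP2C9 at a 5 µM dose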;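 further: 0 = sulfaphenazole-blocked wells and 1 = vehicle-only wells; values of inactives mirror those of a sister screen read the other way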
PostGolgi ctrl = yeast control strain growth, post-Golgi counter-screen; efflux-deficient yeast background strain, growth absorbance A615, 16 h; inhibition, % at 10 µM; 98,000 tested, 5% active
LYP act = LYP (human) phosphatase activation; Q9Y2R2; recombinant LYP, DiFMUP fluorescence; 0 = plate median, 100 = signal doubled; activation, % at 2 µM; 96,000 tested, 0.11% active;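 active means activation at 2 µM above a set limit, the mean plus 5 SD, cut at about 37% in these data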
* = called active by the depositor; x = not tested or not shown. Unless noted, no stated cut-off is given here; in the data, active means inhibition above about 30%; inactive means the rest. No enrichment for hits; any-hit rate near 24%.

structure | PostGolgi ctrl | LYP inh 2 | PTK2B oligo ant | LYP act | CYP2C9 inhib | CYP2C9 act | E coli WT exp | DAT uptake mod | PostGolgi yeast
CCOC(=O)N1CCC(NC(=O)CSCc2nc(-c3ccc(OC)c(OC)c3)oc2C)CC1 | 4.5 | 6.6 | 0.55 | -7.6 | 31.8 | 0.7 | 5.0 | x | -6.8
Cc1c(C(=O)OCC2CCCO2)[nH]c2c1C(=O)CC(c1ccc(N(C)C)cc1)C2 (centres undefined) | 9.7 | x | x | x | 91.8* | 0.1 | 5.0 | -0.814 | -5.6
Cc1ccc(C(c2nnnn2C(C)(C)C)N2CCN(C3CCCC3)CC2)cc1 (centres undefined) | 4.7 | -4.5 | 0.36 | 2.8 | 7.1 | 0.9 | 3.0 | 0.0516 | 1.4
Cn1c(=O)cc(SCC(=O)N2CCOCC2)c2ccc(Cl)cc21 | -4.0 | 0.9 | 0.22 | -5.8 | x | x | -6.0 | -0.98 | 0.5
c1ccc(Cc2nnc3sc(-c4ccncc4)nn23)cc1 | 1.1 | -11.7 | -0.22 | 11.0 | 51.6* | 0.5 | 9.0 | 1.09 | 4.8
COc1ccc(-n2c(Cc3cccn3C)nnc2SCC(=O)Nc2ccc(F)cc2)cc1 | 13.2 | x | x | x | 49.2 | 0.5 | -5.0 | 1.19 | -8.0
Cc1cccc(/C(N)=N/OC(=O)CCCN2C(=O)c3ccccc3C2=O)c1 | 10.4 | 11.4 | -0.4 | -7.6 | -6.2 | 1.1 | 1.0 | 0.0721 | -2.8
COc1cccc(N2CCN(C3CC(=O)N(c4ccc(C)c(Cl)c4)C3=O)CC2)c1 (centres undefined) | 8.9 | x | 0.53 | x | 2.3 | 1 | -16.0 | -0.384 | -2.8
CCCCCCc1cc2cc(C(=O)NCc3ccccc3)c(=N)oc2cc1O | x | 7.7 | -1.46 | -8.1 | x | x | x | -0.563 | x
CCOc1cc2c(C)cc(=O)oc2cc1Cl | 1.8 | 5.3 | 0.41 | -5.3 | -2.1 | 1 | -1.0 | 0.0816 | -1.7
CCS(=O)(=O)Nc1ccc2c(c1)N(C(C)=O)c1ccccc1CC2 | 18.0 | 14.2 | 0.46 | -14.8 | 70.2* | 0.3 | -5.0 | -0.226 | 3.7
CCCC(=O)Nc1ccc(Oc2ccc(NC(=O)CCC)cc2)cc1 | x | -6.0 | -0.39 | 5.6 | x | x | x | 0.226 | x
CCOc1cccc(OCCCOc2ccccc2)c1 | 17.1 | -3.5 | 0.5 | 2.3 | 12.7 | 0.9 | -2.0 | 0.204 | -0.2
COc1cc(CNC2CCCC2)cc(Cl)c1OCc1ccc(F)cc1 | 43.9* | -1.8 | -0.31 | 3.4 | 31.2 | 0.7 | 24.0 | 0.834 | -0.8
CC1CCN(S(=O)(=O)Cc2ccccc2Cl)CC1 | 3.5 | -6.4 | -0.64 | 5.8 | -238.0 | 3.4* | 5.0 | 1.78 | 2.2

Sorted by the number under CYP2C9 act (low to high): 3 of the compounds above.
structure | LYP inh 2 | PTK2B oligo ant | LYP act | CYP2C9 inhib | CYP2C9 act | DAT uptake mod
c1ccc(Cc2nnc3sc(-c4ccncc4)nn23)cc1 | -11.7 | -0.22 | 11.0 | 51.6* | 0.5 | 1.09
Cc1ccc(C(c2nnnn2C(C)(C)C)N2CCN(C3CCCC3)CC2)cc1 (centres undefined) | -4.5 | 0.36 | 2.8 | 7.1 | 0.9 | 0.0516
Cc1cccc(/C(N)=N/OC(=O)CCCN2C(=O)c3ccccc3C2=O)c1 | 11.4 | -0.4 | -7.6 | -6.2 | 1.1 | 0.0721

Going on with the list.
structure | PostGolgi ctrl | LYP inh 2 | PTK2B oligo ant | LYP act | CYP2C9 inhib | CYP2C9 act | E coli WT exp | DAT uptake mod | PostGolgi yeast
COc1ccc(-c2nc(C)ncc2-c2csc(C)n2)c(O)c1 | 8.3 | -8.2 | 1.2 | 9.4 | 11.3 | 0.9 | -1.0 | -0.142 | -6.1
CCC(C)Sc1nnc(Cc2cc(=O)[nH]c(=O)[nH]2)n1-c1ccc(OC)cc1 (centres undefined) | 2.2 | 4.0 | x | -5.5 | -7.8 | 1.1 | 9.0 | -1.04 | 8.6
O=C(CCc1ccccc1)Nc1cc(C(F)(F)F)ccc1Cl | 10.7 | -4.7 | -1.09 | 6.9 | -290.6 | 3.9* | 2.0 | -0.21 | 5.7
CCCCNc1nc2c(c(=O)[nH]c(=O)n2C)n1CCOc1ccccc1 | 16.2 | -16.0 | 0.81 | 14.5 | 23.9 | 0.8 | -10.0 | 0.767 | 9.0
CC(C)CNC(=O)NC(=O)CSc1nc2ccccc2n1CC(C)C | 8.9 | -7.8 | -2.94 | 7.7 | -7.8 | 1.1 | 0.0 | -0.138 | -7.6
C=CCNC(=O)C1CCN(S(C)(=O)=O)CC1 | 11.7 | x | 0.37 | x | -3.9 | 1 | -7.0 | -0.406 | 6.7
CC(=O)c1c(C)[nH]c(C(=O)CSc2nc3ccccc3n2C)c1C | 13.5 | 5.1 | 0.77 | -1.9 | -50.1 | 1.5 | -7.0 | 0.0522 | 1.2
CC1=C(C(=O)OCC2CCCO2)C(c2ccccc2Cl)NC(=O)N1 (centres undefined) | x | 2.4 | 1.22 | -3.4 | x | x | x | -1.11 | x
CCCCCOC(=O)c1cc(=O)[nH]c2ccccc12 | 16.1 | -2.5 | -3.54* | 0.2 | -16.7 | 1.2 | 0.0 | 9.75e-05 | 3.4
CCN(CC)S(=O)(=O)c1ccc2nc(NC(=O)c3cccs3)sc2c1 | 8.4 | -4.1 | -2.43 | 4.7 | 62.0* | 0.4 | -8.0 | 0.872 | -3.2
COc1ccc(C(=O)Nc2c(N)nc(SCC(=O)N3CCCCCC3)[nH]c2=O)cc1OC | 9.9 | x | x | x | x | x | 3.0 | -1.58 | -9.1
O=C(CN1CCN(c2ccccc2)CC1)c1ccc2cc[nH]c2c1 | -1.1 | 6.3 | x | -9.0 | 11.4 | 0.9 | 1.0 | 0.885 | -6.2
CCOC(=O)c1ccc(N=CC2=C(O)CC(C)(C)CC2=O)cc1 | 14.5 | -3.5 | 1.11 | 0.7 | 15.0 | 0.8 | 1.0 | 0.858 | 9.3
COc1ccc(C(=O)NC2CC3CCCC(C2)N3CC(C)C)cc1OC (centres undefined) | -0.3 | -1.9 | -0.32 | 0.9 | -5.6 | 1.1 | 1.0 | -0.0367 | 0.8
COc1ccc2c(c1)c1c3n2CCN(C)C3=NCC1 | 2.0 | x | 1.54 | x | 1.3 | 1 | 7.0 | -0.393 | 7.0
COC(=O)CSc1nc(C)c2ccc(OC)cc2n1 | x | 4.3 | 1.34 | -3.9 | x | x | x | -0.0287 | x
c1ccc(SCc2nc(-c3cccnc3)no2)cc1 | 4.5 | 4.0 | 0 | -9.0 | 59.4* | 0.4 | 8.0 | 0.791 | -1.6
NS(=O)(=O)c1ccc(CCNC(=O)c2ccccc2F)cc1 | 5.1 | 5.8 | 0.74 | -8.7 | 3.6 | 1 | 3.0 | 0.102 | 16.4
CN(C(=O)c1ccc(=O)[nH]c1)C1(C(=O)NC2CCCCC2)CCCCC1 | 2.7 | 9.2 | -0.24 | -9.0 | -8.0 | 1.1 | 5.0 | -0.0156 | -2.0
Cn1ccnc1SCC(=O)NC12CC3CC(CC(C3)C1)C2 | 3.1 | 4.6 | 0.16 | -7.8 | 5.3 | 0.9 | 1.0 | -0.18 | 1.6
O=c1c(/C=C(\O)c2ccc(F)cc2)nc2ccccc2n1-c1ccccc1 | 26.1 | 6.5 | 0.3 | -4.0 | 22.7 | 0.8 | -18.0 | 0.572 | -7.2
O=C(NCCNC(=O)C(c1ccccc1)c1ccccc1)c1ccco1 | 2.4 | -3.9 | 1.08 | 3.2 | 51.2* | 0.5 | 1.0 | 0.794 | 11.4
COc1ccc(C2(C(=O)NC(C)C)CCCC2)cc1OC | 27.8 | -1.3 | 0.25 | 5.2 | 13.4 | 0.9 | 6.0 | -0.196 | 5.5
CC(C)(C)n1nnnc1C(c1cccnc1)N(Cc1ccccc1)Cc1cccs1 (centres undefined) | 21.5 | 9.1 | -3.59* | -7.2 | 60.7* | 0.4 | -23.0 | 1.11 | -2.7
COc1cc2c(C(=O)NCc3ccc(C)o3)cn(CC(C)C)c(=O)c2cc1OC | -1.1 | 0.7 | 0.44 | -0.9 | 10.6 | 0.9 | -8.0 | 0.245 | 7.3
CCCOC(=O)C1C2C=CC3(CN(c4ccc(Cl)c(F)c4)C(=O)C13)O2 (centres undefined) | 2.0 | x | x | x | 0.2 | 1 | 0.0 | 1.28 | -0.3
CCS(=O)(=O)N1Cc2ccccc2CC1C(=O)N1CCN(c2cccc(C)c2C)CC1 (centres undefined) | 2.1 | -6.4 | -0.16 | 4.9 | 58.4* | 0.4 | -6.0 | -0.0357 | 9.2
Cn1nc(C(=O)NCCN2CCOCC2)c2ccccc2c1=O | 10.9 | -7.7 | 0.37 | 3.1 | 3.1 | 1 | -3.0 | 0.326 | 9.9
Cn1c(CN2CCCCC2)nc2cc(NC(=O)c3ccc(F)cc3)ccc21 | 8.9 | -2.7 | 1.07 | 4.0 | 26.3 | 0.7 | 1.0 | 0.0479 | -1.0
CCOc1ccc(C(=O)NC2CCN(C(=O)Nc3ccccc3OC)CC2)cc1 | x | 0.2 | 0.45 | -3.7 | x | x | x | 0.276 | x
O=C(CSc1nnnn1-c1ccccc1Cl)Nc1ccc2c(c1)OCCO2 | -0.8 | -9.9 | x | 8.0 | -12.7 | 1.1 | 0.0 | -0.0144 | -12.4
CCCS(=O)(=O)N1CCCC(C(=O)NCCN2CCCCC2C)C1 (centres undefined) | 5.3 | -7.8 | 1.65 | 6.8 | -5.4 | 1.1 | 3.0 | 0.601 | 8.3
O=C(Cn1nc(-c2ccc(Cl)cc2)ccc1=O)NCC1CCCO1 (centres undefined) | 3.1 | 0.9 | x | -3.9 | 4.2 | 1 | -3.0 | -0.288 | -14.9
Cc1ccc(C(=O)Cn2nnc3ccccc32)cc1C | -8.6 | 4.3 | -0.39 | -1.9 | 13.1 | 0.9 | -5.0 | 0.182 | -8.9
Cc1ccc(C(=O)NNC(=O)CSc2nnc(-c3ccncc3)n2-c2ccc(C)cc2)cc1 | -1.2 | 0.7 | 0.08 | 0.9 | 41.7 | 0.6 | 6.0 | 1.04 | 1.4
Cc1ccccc1-n1c(SCc2cc(=O)n3ccccc3n2)nc2[nH]ncc2c1=O | 4.0 | -9.7 | -0.42 | 9.0 | 47.5 | 0.5 | -3.0 | 1.44 | -6.7
O=C(Nc1nccs1)c1cc2c(s1)-c1ccccc1OC2 | 0.6 | 15.7 | x | -18.1 | 9.8 | 0.9 | 6.0 | x | -7.5
Cc1ccccc1-n1nc2c(c1NC(=O)c1c(-c3ccccc3Cl)noc1C)CS(=O)(=O)C2 | 6.8 | -7.7 | 0.74 | 5.8 | 5.3 | 0.9 | -2.0 | x | 16.2
COc1ccc(S(=O)(=O)NCCSc2ccc(Cl)cc2)cc1OC | x | -1.9 | 0.14 | 0.7 | x | x | x | 0.947 | x
C=CCN(CC=C)S(=O)(=O)c1ccc(NC(=O)COc2ccccc2OC)cc1 | x | 0.3 | -0.4 | -0.6 | x | x | x | -0.195 | x
CCCCn1cc(C(=O)c2cc(Br)ccc2O)cc(C#N)c1=O | 22.6 | -2.0 | -1.25 | 4.7 | 59.4* | 0.4 | -5.0 | 0.525 | 11.2
CCS(=O)(=O)NCCc1cc2cc(C)c(C)cc2[nH]c1=O | 4.4 | -0.3 | -0.26 | -2.8 | 1.7 | 1 | 6.0 | 1.25 | 15.3
CCNS(=O)(=O)c1ccc(NC(=O)Nc2cccc(C(F)(F)F)c2)cc1 | 17.4 | 5.4 | -0.66 | -1.7 | 34.1 | 0.7 | 16.0 | -0.889 | 3.1
CCCc1cc(C(=O)NCCc2ccc(OC)c(OC)c2)no1 | 2.7 | 3.6 | x | -3.6 | 68.5* | 0.3 | 6.0 | 0.0655 | 6.7
Cc1n[nH]c(=O)nc1N1CCc2ccccc2C1 | 12.1 | -10.8 | -0.42 | 9.8 | -27.9 | 1.3 | 3.0 | -0.195 | -5.0
